Compound activity from PubChem BioAssay.
M. tuberculosis GlmU = inhibition of mycobacterial GlmU enzyme – biochemical, glucosamine-1-phosphate acetyltransferase (AID 1376); M. tuberculosis GlmU acetyltransferase enzyme assay; higher % means a stronger effect; 220,000 compounds, 0.25% hits; one-dose inhibition, %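 (tested at 30 µM in the primary screen)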; IC50 in µM for titrated hits; in the data active means inhibition above about 13%;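 further: 0% = complete reaction with vehicle and 100% = reaction without substrate; strong numbers were not always called active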
Mtb RmlCD inh = blocks M. tuberculosis RmlC and RmlD coupled enzymes. P9WH09+P9WH11. 160,000 compounds, 0.03% hits. inhibition, % at 3.6 µM. AID 1533. RmlC+RmlD coupled enzyme assay, percent inhibition; primary screen in compound mixtures; in the data active means inhibition mostly above about 34%, no sharp cut-off; further: some results filed as inactive read as strong as hits
Target sequence (P9WH09 whole entry, looked up): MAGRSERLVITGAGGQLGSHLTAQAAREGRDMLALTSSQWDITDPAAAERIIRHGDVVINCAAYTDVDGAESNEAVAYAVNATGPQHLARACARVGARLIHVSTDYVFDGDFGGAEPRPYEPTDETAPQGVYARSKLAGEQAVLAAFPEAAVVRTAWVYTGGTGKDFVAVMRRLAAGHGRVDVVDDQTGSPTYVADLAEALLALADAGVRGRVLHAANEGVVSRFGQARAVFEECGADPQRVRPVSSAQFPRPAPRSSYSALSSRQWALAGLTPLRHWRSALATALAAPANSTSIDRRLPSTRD
Target sequence (P9WH11 whole entry, looked up): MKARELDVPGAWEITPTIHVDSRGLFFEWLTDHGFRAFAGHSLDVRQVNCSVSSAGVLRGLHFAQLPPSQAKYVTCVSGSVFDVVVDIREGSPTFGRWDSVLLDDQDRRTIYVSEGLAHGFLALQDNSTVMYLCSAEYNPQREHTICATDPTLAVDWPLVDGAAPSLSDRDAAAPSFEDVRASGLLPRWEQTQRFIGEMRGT
Active calls of the source: *; · = no result given. A portion of the library, so the mix of outcomes need not match the whole.

smiles | M. tuberculosis GlmU | Mtb RmlCD inh
Cn1c(=O)c([N+](=O)[O-])c(Cl)c2ccccc21 | 9.9% | 5.4
CC(C)(C)NC(=O)C(=O)NNC(=O)c1ccco1 | 0.6% | ·
Cc1ccn2c(CNCCn3cccn3)c(C(=O)N3CCCCCC3)nc2c1 | -0.9% | ·
COc1ccc(C)cc1NC(=O)Nc1cccc(C(=O)O)c1 | 1.9% | 9.3
O=C(NCc1cccnc1)c1cccc(-c2cc3ccccc3oc2=O)c1 | -2.6% | 4.1
O=C(CC12CC3CC(CC(C3)C1)C2)N1CCCC1 | -3.5% | 12.2
Cc1ccccc1CSc1nnc(CCCCCNC(=O)OC(C)(C)C)o1 | 8.9% | ·
COc1ccc(/C=C/c2nc3ccccc3n2Cc2ccc(OC)c(OC)c2)cc1 | 3.2% | -4.5
Cc1ccc(O)c(C(=O)c2coc(=N)c(C(=O)NC(C)C)c2)c1 | 1.1% | ·
COC(=O)c1cnc2c(C(F)(F)F)cccc2c1OC | 1.8% | 13.3
CC(C)(C)NC(=O)CSc1nc(O)cc(=O)n1-c1ccccc1F | -0.2% | 7.1
COc1cc(OC)cc(C(=O)N[C@H](C(=O)Nc2nc3ccc(S(C)(=O)=O)cc3s2)C(C)C)c1 | 6.2% | -12.2
COc1ccc(C2=[N+]([O-])C(C)(C)N(O)C2C)cc1 (configuration not stated) | 0.4% | ·
O=C(NCc1ccc2c(c1)OCO2)c1ccc(S(=O)(=O)NCC2CCCO2)cc1 (configuration not stated) | 0.7% | ·
Cn1cc(C(=O)NC2CCCCCC2)c(=O)c2cc(S(=O)(=O)N3CCCC3)ccc21 | 7.2% | 10.3

A stretch from the list above, for reference:
smiles | M. tuberculosis GlmU | Mtb RmlCD inh
COc1ccc(/C=C/c2nc3ccccc3n2Cc2ccc(OC)c(OC)c2)cc1 | 3.2% | -4.5
Cc1ccc(O)c(C(=O)c2coc(=N)c(C(=O)NC(C)C)c2)c1 | 1.1% | ·
COC(=O)c1cnc2c(C(F)(F)F)cccc2c1OC | 1.8% | 13.3
CC(C)(C)NC(=O)CSc1nc(O)cc(=O)n1-c1ccccc1F | -0.2% | 7.1
COc1cc(OC)cc(C(=O)N[C@H](C(=O)Nc2nc3ccc(S(C)(=O)=O)cc3s2)C(C)C)c1 | 6.2% | -12.2

Other entries follow.
smiles | M. tuberculosis GlmU | Mtb RmlCD inh
O=C(COn1nnc2ccc(C(F)(F)F)cc21)Nc1c(Cl)cccc1Cl | -5.6% | -10.4
Clc1ccc(C[n+]2cc(-c3ccccc3)n3c2CCCCC3)c(Cl)c1 | -5.0% | 6.1
CCCCOC(=O)Nc1ccc(OC)cc1S(=O)(=O)N1CCOCC1 | 7.8% | 14.6
CCN1CCN(C(=O)CN(c2cccc(Br)c2)S(=O)(=O)c2ccccc2)CC1 | -1.7% | 1.4
Cc1ccccc1-n1c(=O)c2ccccc2n2nnnc12 | -3.2% | ·
Cc1ccc(OC(=O)c2cccc([N+](=O)[O-])c2)c(-n2nc3ccccc3n2)c1 | 6.3% | ·
O=C1OCC/C1=C\c1ccccc1 | 4.8% | ·
CC(=O)c1ccc(Sc2ccccn2)c([N+](=O)[O-])c1 | 1.9% | 7.3
O=C(NC1CCCC1)C(c1ccsc1)N(CCc1ccccc1)C(=O)Cc1cccs1 (configuration not stated) | 1.6% | 10.1
O=C(CN1CCCCCC1)Nc1cccc(Br)c1 | 4.1% | 1.6
CN1C(=O)C(Cc2nc3ccccc3c(=O)n2-c2ccccc2)c2ccccc21 (configuration not stated) | -1.2% | ·
COC(=O)NC1(C(F)(F)F)C(=O)Nc2c1c(=O)n(C)c(=O)n2C (configuration not stated) | -7.7% | -8.0
NCCCC[C@H]1CNC(=S)N1CC1CCCCC1 | -3.2% | ·
O=C(CSc1nncc2ccccc12)Nc1cccc(C(=O)O)c1 | 8.0% | -6.9
O=C(N/N=C/c1ccc(Br)o1)/C(=C/c1ccc([N+](=O)[O-])cc1)NC(=O)c1ccccc1 | 3.8% | -11.0

The list continues.
smiles | M. tuberculosis GlmU | Mtb RmlCD inh
CCC(=O)N1CCN(c2ccccc2NC(=O)Cc2ccc(Cl)cc2)CC1 | -3.6% | -2.4
Fc1ccc(Nc2ccnc(Nc3ccc(F)cc3)n2)cc1 | -3.5% | 15.0
O=C(COC(=O)CCC(=O)c1cccs1)Nc1ccc(Cl)cn1 | 4.0% | ·
COc1cc(C=O)ccc1OCCCOc1ccc([N+](=O)[O-])cc1 | -0.9% | ·
CN(C)C(CNC(=O)c1cccc(S(=O)(=O)N(C)C)c1)c1ccccc1 (configuration not stated) | -0.8% | 18.8
CCOC(=O)c1cnc(SCC(=O)N2CCOCC2)nc1N | 2.3% | 3.6
Cc1ccc(Nc2cc(C)nc3ncnn23)c(Cl)c1 | 2.9% | ·
Cc1cc(C)n2nc(C(=O)NC3CCCc4ccccc43)nc2n1 (configuration not stated) | -0.1% | ·
CCOc1cc(CC(=O)N[C@@H](CC(C)C)c2ccccc2N2CCCCC2)ccc1C(=O)O | 1.8% | -7.7
COc1ccc2c(c1)NC(=O)CC(c1ccccc1)=N2 | 5.5% | 0.6
CCn1c(CCNC(=O)c2ccc(OC)cc2)nnc1SCc1ccc(Cl)cc1Cl | 1.7% | -13.4
C/C(=N\NC(=O)CSc1nc(C)cc(C)n1)c1cccc([N+](=O)[O-])c1 | -0.3% | 29.8
Cc1ccc(-c2ccc(SCC(=O)Nc3nonc3C)nn2)cc1 | 1.1% | -5.5
COc1ccc(-n2c(SCC(=O)NCCC(C)C)nc3ccsc3c2=O)cc1 | -0.1% | 3.8
O=C(CNC(=O)Cc1ccc(Cl)cc1)NCc1ccco1 | 8.0% | -12.1

Next records:
smiles | M. tuberculosis GlmU | Mtb RmlCD inh
CC(=O)Nc1cc(-n2cnnn2)ccc1C | 8.3% | -9.9
CCCCN=C1C([N+](=O)[O-])=CC=C2C1=NC1(CCCCC1)N2O | 4.8% | 13.2
CCOC(=O)C1CCCN(c2c(N3CCC(N4CCCCC4)CC3)c(=O)c2=O)C1 (configuration not stated) | 2.1% | -9.5
Cc1cccc(C(C)(C)C)c1OCCOCCN1CCCC1 | -0.2% | -7.3
O=C(CCNc1ccccc1)c1ccc2c(c1)OCO2 | -0.7% | 3.6
Cc1nc2ncccn2c1-c1csc(NCc2ccco2)n1 | -2.4% | ·
CCS(=O)(=O)c1ccc2oc(SCC(=O)NC34CC5CC(CC(C5)C3)C4)nc2c1 | -3.6% | 6.5
CN1CCC(=NNC(=O)COc2ccc(Cl)cc2)CC1 | -4.9% | 11.2
O=S(=O)(c1ccc(Cl)c(Cl)c1)N1CCc2nc3ccccc3n2CC1 | · | -6.5
CCSc1nc2ccccc2n1CC(=O)O | -3.0% | -4.5
CCCn1c(SCC(=O)N(CC)CC)nnc1-c1ccncc1 | -2.9% | -1.6
CCOc1c2ccc(C(=O)NCCCCc3ccccc3)cc2nn1C | 2.0% | 8.8
O=C(CSc1nc(-c2ccco2)cc(C(F)(F)F)n1)Nc1cccnc1 | -4.7% | 9.7
C=CCOC(=O)C1=C(C)Nc2[nH]c(=O)[nH]c(=O)c2C1c1cccc(OC)c1 (configuration not stated) | 2.6% | ·
Fc1ccc(-c2cn3cc(C(F)(F)F)cc(Cl)c3n2)cc1 | -0.6% | 10.4

(list continues)
smiles | M. tuberculosis GlmU | Mtb RmlCD inh
COc1ccc(OC)c2c1sc(=NC(=O)c1ccco1)n2C | 1.4% | 6.4
O=C1c2ccccc2C(=O)N1CCCc1nc(-c2ccccc2)no1 | -4.6% | -8.9
CC1(C)SC[C@H](C(=O)Nc2cccc(Cl)c2)N1C=O | 0.1% | 6.8
C(#Cc1ccc(C#CCN2CCOCC2)cc1)CN1CCOCC1 | -1.1% | 6.2
CCN1C(=O)[C@@H]2C(C(=O)c3cnccn3)=NN[C@@H]2C1=O | 0.7% | 1.0
Cc1cccc(OCC(=O)N2CCN(C(=O)c3cccs3)CC2)c1 | -2.8% | 9.1
CCn1c(NC(=O)C(C)C)c(-c2ccccc2)c(=O)c2ccccc21 | 0.3% | 4.1
COc1ccc(CC2(CO)CCN(S(=O)(=O)c3c(C)nn(C)c3C)CC2)cc1 | -1.6% | -18.1
O=C1CC(C(=O)Nc2ccc(Cl)cc2)S/C(=N\N=C\c2ccco2)N1 (configuration not stated) | 1.9% | -7.9
CC(C)C(=O)Nc1ccc(C(=O)NN2C(=O)c3ccccc3C2=O)cc1 | 1.5% | -9.6
COCCNC(=O)c1cnn2c(C(F)(F)F)cc(-c3ccc(C)cc3)nc12 | 5.7% | 11.6
Cc1ccc(S(=O)(=O)NP(=O)(Oc2ccccc2)Oc2ccccc2)cc1 | 1.5% | -1.2
CCCCNC(=S)NNC(=O)c1cccnc1 | 1.9% | ·
Cn1cnc([N+](=O)[O-])c1Oc1ccccc1 | 8.9% | 1.4
COc1cc2cc(C(c3nnnn3C3CCCC3)N3CCc4ccccc43)c(=O)[nH]c2cc1OC (configuration not stated) | · | -7.7

Continued:
smiles | M. tuberculosis GlmU | Mtb RmlCD inh
CCC(C)N(CC(=O)NCc1ccc(OC)cc1)C(=O)c1csnn1 (configuration not stated) | -0.3% | 6.9
Cc1cc(C(=O)COC(=O)C(C)NC(N)=O)c(C)n1Cc1ccco1 (configuration not stated) | 0.9% | 1.9
COc1ccc(CC(=O)Nc2nc(-c3cccc([N+](=O)[O-])c3)cs2)cc1 | -1.0% | 3.1
COc1cccc(OCC(=O)N(Cc2nc(-c3ccc(Cl)cc3)no2)C(C)C)c1 | 2.3% | ·
CCOc1nsc(OCC)n1 | 7.4% | ·
N#Cc1ccc2ccn(CC(=O)NC3CCCCCC3)c2c1 | 6.2% | 19.5
Cc1cccc(CN2C(=O)N/C(=C/c3cc(C)n(-c4ccccn4)c3C)C2=O)c1 | -2.0% | ·
CC(C)(C)NC(=O)NC(=O)COC(=O)c1ccco1 | 0.6% | ·
O=C(Cn1cc([N+](=O)[O-])cn1)NCCc1c[nH]c2ccccc12 | 3.6% | -8.0
CC/C(=N\NC(=O)c1ccc2c(c1)OCO2)C12CC3CC(CC(C3)C1)C2 | -2.7% | 2.3
COc1ccc(NC(=O)C(=O)NCCN2CCN(C(=O)C(c3ccccc3)c3ccccc3)CC2)cc1 | -2.4% | 5.2
CC(=O)O/N=C(/c1nonc1N)N(C)C | -4.0% | -2.7
Cc1csc2nc(CNC(=O)CCC(=O)O)cn12 | -1.1% | 6.0
CN=C1SC(CC(=O)Nc2cccc(C(F)(F)F)c2)C(=O)N1C (configuration not stated) | -3.1% | ·
Cc1cc(NS(=O)(=O)c2ccc(NC(=O)c3cc(-c4ccccc4Cl)nc4ccccc34)cc2)no1 | 2.5% | 6.2

Additional entries follow.
smiles | M. tuberculosis GlmU | Mtb RmlCD inh
COc1ccc(C(C)=O)cc1CSc1nnc(SCc2cc(C(C)=O)ccc2OC)s1 | -0.7% | 0.7
COc1ccccc1/C=C/C=N\N1CCN(Cc2ccccc2Cl)CC1 | -0.6% | ·
Cc1ccc(NC(=O)c2nc[nH]c2C(=O)N2CCN(c3ccccc3)CC2)cc1 | 1.8% | ·
Nc1nc(SCc2ccccc2)ns1 | 1.6% | -0.2
COc1cccc(CN(CC2CCCO2)S(=O)(=O)c2ccc(S(=O)(=O)NCC3CCCO3)cc2)c1OC (configuration not stated) | -0.4% | 1.8
CCCCN(CCCC)CCNC(=O)c1ccc2nc(-c3ccccc3NC(C)=O)c(=O)[nH]c2c1 | -0.8% | -13.0
COCCCNC(=O)CN1C(=O)c2ccccc2C1=O | 3.7% | ·
Nc1c(-c2ccsc2)cnc2ncnn12 | -1.9% | 9.9
CCc1c(C)nc2ncnn2c1N1CCCC(C(=O)NCc2ccc3c(c2)OCO3)C1 (configuration not stated) | -0.4% | ·
Cc1c(Br)c([N+](=O)[O-])nn1CC(=O)Nc1nccs1 | -8.9% | -11.2
O=C(CCCCCn1c(=S)[nH]c2cc3c(cc2c1=O)OCO3)N1CCN(C2CCCCC2)CC1 | · | 9.2
C=CCOC(=O)C1=C(C)NC(SCC(=O)N(CC)CC)=C(C#N)C1c1ccccc1 (configuration not stated) | · | 26.0
CCOc1ccc(Cn2c(O)cc(=O)[nH]c2=O)cc1 | -3.3% | 7.4
Cc1cc(C)n2c(SCC(=O)NC3CCCCC3)nnc2n1 | -3.0% | 13.4
COc1ccc(N(CC(=O)N2CCN(c3ccccc3)CC2)S(=O)(=O)c2c(C)noc2C)cc1 | -0.4% | 57.9

Next part
smiles | M. tuberculosis GlmU | Mtb RmlCD inh
Cc1ccc(CC2CC(=O)N(c3ccc(Cl)cn3)C2=O)cc1 (configuration not stated) | 0.9% | ·
Cc1ccccc1Cn1c(C(C)O)nc2ccccc21 (configuration not stated) | -4.1% | ·
C=CCN(C(=O)c1ccc(Cl)cc1)c1ccccc1C(=O)NCC(=O)O | 2.0% | 55.8
COc1ccccc1NC(=O)CN1CCN(CC(=O)Nc2ccc(F)cc2)CC1 | 2.8% | ·
Nc1ccc(CCS(N)(=O)=O)cc1 | 3.8% | ·
CCCCN(C)S(=O)(=O)c1ccc(C(=O)Nc2nnc(-c3cccs3)o2)cc1 | 2.8% | -7.4
CC(OC(=O)CN1C(=O)C2CCCCC2C1=O)C(=O)Nc1ncc(Cl)cc1Cl (configuration not stated) | -1.2% | 40.7
CC(C)(C)c1nnc(NC(=O)Cc2ccc(Br)cc2)s1 | -1.1% | -4.0
CCCCNC(=O)NS(=O)(=O)c1ccc(C)cc1 | -2.8% | ·
CC1CCC2(CC1)NC(=O)c1ccccc1O2 (configuration not stated) | 1.1% | 11.4
O=C(Nc1nccs1)c1ccc(-c2ccccc2Cl)o1 | -2.9% | 1.6
C=CCOc1ccc(CN(C)CC(=O)Nc2ccc3c(c2)CCC3)cc1 | -7.5% | -9.6
Cc1ccc(-c2cc(C(=O)Nc3ccc(S(=O)(=O)Nc4nccs4)cc3)c3ccccc3n2)c(C)c1 | 1.2% | 8.0
Cc1cc(NC(=O)c2cc(-c3ccco3)on2)no1 | 3.1% | -15.6
CC1=Nc2cccc3cccc(c23)N1 | -2.2% | ·
COC(=O)c1ccc(=O)n(Cc2ccco2)c1 | · | 0.8
Cc1cccc(NCC(=O)N/N=C/c2ccc(Br)cc2)c1 | -5.7% | 10.0
